Cardio protect: protects H9c2 cardiomyocytes from peroxide injury; H2O2 injury protection, ATPLite, 2 h; protection from H2O2 cell death, % at 20 µM; actives 0.63% (n = 360,000);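 active = compounds giving at least 50% protection of heart cells from peroxide-induced death in the single-dose screen, raw or plate-pattern-corrected value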;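 note: 0% = DMSO wells with peroxide and 100% = DMSO wells without peroxide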
N-glyco inh: blocks N-linked glycosylation in D54 reporter cells; D54 ERlucT glycosylation luciferase reporter, 24 h; percent of 100 nM tunicamycin response; reporter increase, % at 12.5 µM; actives 0.23% (n = 360,000);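 active = mean luciferase reporter signal, scaled so untreated is 0 and the glycosylation-blocking control 100, at or above a set limit in every replicate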;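 note: luciferase carries N-glycosylation sites so blocking glycosylation raises the light; 0% = median of neutral control wells and 100% = median of 100 nM tunicamycin wells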
ABHD5-PLIN5 inh: ABHD5-PLIN5 protein interaction inhibition; Q00G26+Q8WTS1; Split G. princeps luciferase complementation, luminescence, 4 h; inhibition, % at 4 µM; actives 0.78% (n = 360,000);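 active = inhibition above the mean inhibition across every tested compound plus 3 SD, cut at about 22% in these data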;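 note: 0% = DMSO only wells and the 100% control is not disclosed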
MC4R ag barr: agonists of human melanocortin 4 receptor (MC4R) beta-arrestin; P32245; U2OS MC4R beta-arrestin complementation, luminescence; percent of melanotan II response, DMSO zero; activation, % at 8.9 µM; actives 0.98% (n = 360,000); AID 540308;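 active = activation above a per-plate cutoff, the mean activation of sample wells on that plate plus 3 SD, cut at about 8% in these data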
Target sequence (P32245 whole entry, looked up): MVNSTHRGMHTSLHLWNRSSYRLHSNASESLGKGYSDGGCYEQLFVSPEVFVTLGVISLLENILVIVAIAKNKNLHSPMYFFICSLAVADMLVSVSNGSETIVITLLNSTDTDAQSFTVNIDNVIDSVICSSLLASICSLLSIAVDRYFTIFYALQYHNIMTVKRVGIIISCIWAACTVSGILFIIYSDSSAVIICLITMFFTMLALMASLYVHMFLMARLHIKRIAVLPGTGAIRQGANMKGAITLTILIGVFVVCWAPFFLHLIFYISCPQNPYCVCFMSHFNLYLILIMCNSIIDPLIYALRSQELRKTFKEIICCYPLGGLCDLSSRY
HTR2A ag: agonists of mouse serotonin 5-HT2A receptor (HTR2A); P35363; CHO-K1 mHTR2A beta-arrestin complementation, luminescence; percent of 30 µM serotonin response; activation, % at 7.6 µM; actives 0.66% (n = 360,000); AID 624169;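 active = activation above a run cutoff, the mean activation of all tested compounds plus 3 SD, cut at about 14% in these data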;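 note: 0% = plate median of compound wells and 100% = 30 µM serotonin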
Target sequence (P35363 whole entry, looked up): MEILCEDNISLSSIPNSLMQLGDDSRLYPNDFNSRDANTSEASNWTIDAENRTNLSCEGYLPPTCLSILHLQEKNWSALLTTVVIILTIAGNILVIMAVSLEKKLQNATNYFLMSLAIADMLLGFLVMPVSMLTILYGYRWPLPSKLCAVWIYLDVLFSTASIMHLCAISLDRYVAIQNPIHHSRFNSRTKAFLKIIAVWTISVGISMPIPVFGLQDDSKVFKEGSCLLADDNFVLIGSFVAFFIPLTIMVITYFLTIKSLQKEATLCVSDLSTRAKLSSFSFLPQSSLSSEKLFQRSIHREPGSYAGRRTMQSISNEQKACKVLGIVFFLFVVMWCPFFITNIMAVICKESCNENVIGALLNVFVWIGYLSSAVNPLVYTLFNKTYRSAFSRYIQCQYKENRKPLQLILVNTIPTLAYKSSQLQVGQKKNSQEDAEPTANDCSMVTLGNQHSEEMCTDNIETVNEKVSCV
iPSC survival up: hiPSC single-cell survival enhancement; ATPlite luminescence; 100% = ROCK inhibitor wells, 0% = DMSO; survival enhancement, % at 20 µM; actives 0.044% (n = 360,000); AID 602274; in the data active = survival enhancement above about 18%;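 note: cells exposed to compounds for 16 hours before the ATP read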
MC4R antag cAMP: human MC4R antagonism in cAMP assay; inhibition, % at 6.5 µM; P32245; MC4R-expressing cells, MTII-stimulated cAMP, LANCE TR-FRET; AID 540295; actives 0.48% (n = 360,000);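 active = inhibition above its plate's cutoff, the mean of tested wells on that plate plus 3 SD, cut at about 29% in these data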;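 note: 0% = Melanotan II alone and 100% = Melanotan II plus saturating MCL0020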
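Material: U2OS-MC4R stable cell line | Reagent: Melanotan II challenge after compound preincubation | Doses: One concentration, 6.5 µM nominal | Incubation: 30-min compound preincubation, 1-h Melanotan II challenge, 1-h detection, room temperature | Signal: TR-FRET cAMP assay | Replicates: One well per compound, no replicates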
ABCB6 inh 2: inhibitors of human ABC transporter ABCB6; Q9NP58; K562-ABCB6 porphyrin accumulation, flow cytometry, 1 h; hits give low values; fluorescence ratio to DMSO, % at 10 µM; actives 0.19% (n = 360,000); AID 602162;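 active = fluorescence ratio to DMSO below 75%, the collection mean minus 3 SD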;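 note: signal is porphyrin accumulated inside mitochondria; 100% equals median channel fluorescence of DMSO control wells; lower ratio means ABCB6 inhibition with less porphyrin fluorescence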
Exocytosis inh: lytic granule exocytosis inhibition | TALL-104 LAMP-1 surface exposure, flow cytometry; cells stimulated with thapsigargin and PMA | inhibition, % at 10 µM | actives 0.66% (n = 360,000);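 active = inhibition above about 55%, limit read from the data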
aDG glyco up: alpha-DG glycosylation activation; Pro5-aDG cells, alpha-DG glycosylation AlphaScreen (IIH6); 0% Pro5, 100% B10-LARGE cell signal; activation, % at 10 µM; actives 0.22% (n = 360,000); AID 624168;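 active = activation of at least 8% versus controls, or a plate z-score of at least 8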;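 note: Pro5 are CHO cells carrying HIG-tagged alpha-DG that lacks glycosylation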
The depositor's hits bear a star; · = not tested or not shown.

Every second line gives: Cardio protect	N-glyco inh	ABHD5-PLIN5 inh	MC4R ag barr	HTR2A ag	iPSC survival up	MC4R antag cAMP	ABCB6 inh 2	Exocytosis inh	aDG glyco up
1	COc1ccc(Nc2nc(C)cc(C)c2C(N)=O)cc1
  33	4	6	0.5	0	5.2	-2	97	0	1.0
2	Nc1nc(SCC(=O)N2CCOCC2)[nH]c(=O)c1-c1ccccc1
  7	1	0	-0.3	3	-1.3	15	103	2	-0.3
3	COCC1=C(C(=O)OC(C)OC(=O)OC(C)C)N2C(=O)[C@@H](NC(=O)/C(=N\OC)c3csc(N)n3)[C@H]2SC1 (stereo partly drawn)
  8	0	5	0.3	1	2.0	-2	96	-10	0.5
4	COc1ccc(S(=O)(=O)N2CCN(CC(=O)NC(C)c3cccs3)CC2)cc1 (stereo not drawn)
  -8	4	-1	-2.6	4	-2.1	13	98	17	-0.1
5	O=C(CCC(=O)N1CCCC1)Nc1nnc(C(F)(F)F)s1
  8	2	8	-0.1	1	1.7	-3	97	3	-0.2
6	O=C1CCCc2ccccc2N1Cc1ccc(F)cc1
  0	1	-7	-4.1	12	-1.9	17	101	3	-0.3
7	COc1cc2c(cc1OC)CN(C(=O)c1ccc3nc[nH]c3c1)CC2
  6	22	3	1.1	8	-2.2	-11	91	11	-0.5
8	N#Cc1ccc(NC(=O)NN2CCCCCC2)cc1
  -6	0	-1	0.8	1	2.1	8	97	-39	-0.2
9	CC(=O)NC(c1ccc(F)c(F)c1)c1nc(-c2cccc(C(=O)O)c2)cs1 (stereo not drawn)
  -2	2	5	-1.4	2	1.6	3	94	-1	-0.3
10	CC(=O)Nc1ccc(NC(=O)COC(=O)COc2ccc3ccccc3c2)cc1
  -1	3	9	-0.8	1	1.5	4	103	-18	-0.1
11	CCOc1ccc(CNC(=S)NCc2ccc(OCC)cc2)cc1
  -2	2	0	3.9	-2	-2.4	17	91	1	0.7
12	O=S(=O)(Nc1ccccc1O)c1cccc2cccnc12
  -7	-5	2	0.4	-5	0.1	0	101	12	0.1
13	CCCCOc1ccccc1NC(=O)c1ccc(=O)[nH]c1
  22	0	3	-2.1	0	-2.3	-5	92	0	-0.1
14	CNCCC=C1c2ccccc2CCc2ccccc21
  24	3	9	-0.5	-9	-4.2	7	102	12	0.9
15	CCN(C[C@H]1N[C@@](CC)(C(=O)OC)[C@H]2C(=O)N(C)C(=O)[C@@H]12)C(=O)c1ccc(C(C)(C)C)cc1
  -6	6	3	0.1	-1	-0.7	7	99	-2	-0.1
16	Cc1ccc(O)c(NC(=O)CSc2n[nH]c(C)c2[N+](=O)[O-])c1
  -16	2	-1	2.0	5	-1.6	11	85	1	-0.1
17	CCCNC(=O)c1cc(C2CCCCN2C(=O)c2cc(OC)c(C)c(OC)c2)on1 (stereo not drawn)
  2	-2	7	-0.7	16*	-1.6	1	96	1	-0.2
18	O=[N+]([O-])c1c(Nc2cccc(O)c2)cc(Cl)c2nonc12
  -20	-11	52*	-4.5	-7	0.1	-38	88	-10	-0.4
19	CCOc1ccccc1CN1CCCC(C(=O)c2ccc(OC)c(OC)c2)C1 (stereo not drawn)
  -1	-1	8	1.6	-9	-0.4	3	97	16	0.0
20	O=c1[nH]c(=S)[nH]c2c1C(c1ccccc1)OC(C1CCCCC1)C2 (stereo not drawn)
  ·	·	-11	·	5	-0.3	·	101	-7	0.1
21	NC(=O)c1nsnc1-c1ccccc1O
  6	1	-9	-0.3	-5	4.1	1	102	0	0.0
22	COc1ccc(NC(=O)c2cccc(S(=O)(=O)N3CCCCC3)c2)c(OC)c1
  -7	1	3	-3.0	-4	1.5	-3	13*	-4	0.5
23	CCC1(c2ccccc2)NC(=S)N(c2ccc(C)cc2)N1 (stereo not drawn)
  -7	0	-5	-4.0	3	-0.2	-4	98	-8	0.0
24	COc1ccc(N(CC(=O)NCC2CCCO2)S(=O)(=O)c2ccccc2)cc1OC (stereo not drawn)
  7	0	-3	-2.0	-5	-0.4	1	95	-10	0.1
25	COCc1nnc(NC(=O)c2ccco2)s1
  4	1	0	-1.0	8	3.4	12	99	-4	-0.1
26	Cc1cc(=O)[nH]c(SCc2ccc(Cl)cc2Cl)n1
  0	0	2	0.4	3	-0.7	13	103	-6	0.3
27	CCCCOC(=O)C(C)Sc1n[nH]c(=O)[nH]c1=O (stereo not drawn)
  3	0	4	-2.5	-3	-2.0	8	103	4	-0.2
28	C/C(=N\NC(=O)c1ccn(C)n1)c1ccc(NC(=O)C2CCCC2)cc1
  0	0	4	-1.7	1	-0.1	12	92	-2	-0.2
29	Cc1n[nH]c(=O)nc1NCCc1ccccc1
  -1	1	3	-0.6	0	-0.5	6	102	1	-0.1
30	COc1ccc(S(=O)(=O)Nc2c(NC3CCCCC3)c3ccccc3oc2=O)cc1
  7	-1	-7	2.1	-3	-0.5	-1	71*	1	-0.3

Next compounds follow.
Every second line gives: Cardio protect	N-glyco inh	ABHD5-PLIN5 inh	MC4R ag barr	HTR2A ag	iPSC survival up	MC4R antag cAMP	ABCB6 inh 2	Exocytosis inh	aDG glyco up
31	NC(=S)n1[nH]c(-c2ccc([N+](=O)[O-])cc2)c(N=Nc2cccc(Cl)c2)c1=O
  -26	-2	-21	-1.6	6	-0.1	3	83	8	0.7
32	O=C(NNc1ccc(F)cc1F)c1c(F)cccc1Cl
  -4	3	3	-3.0	2	-0.6	-5	102	-7	-0.1
33	COCCNC(=O)CC(=O)N/N=C/c1ccc(C(=O)OC)cc1
  5	2	-6	1.9	1	0.7	22	102	-1	-0.1
34	COCc1cc(C)nc(SCC[N+](C)(C)CC(=O)c2ccc(Br)cc2)c1C#N
  6	0	14	-0.9	-2	-0.7	-3	98	2	-0.2
35	CCOC(=O)N1CCC(NS(=O)(=O)c2ccc3c(c2)oc(=O)n3C)CC1
  12	-2	13	0.8	1	-1.3	-6	116	2	0.6
36	CCOc1ccc(Nc2ccc(N)c(S(=O)(=O)O)c2)cc1
  -5	1	3	-2.3	-1	-2.5	-8	98	3	-0.4
37	Cc1ccc(NC(=O)CSc2nc3[nH]ncc3c(=O)[nH]2)cc1Cl
  0	3	6	-2.2	4	-0.4	0	100	10	0.0
38	COc1cccc(-c2cc(NC=O)c3ncc(-c4cc(OC)c(OC)c(OC)c4)n3c2)c1
  8	18	1	28*	-1	-1.6	-49	101	1	-0.3
39	COc1ccc(NC(=O)CN(C)C(=O)Cn2cnc3c2c(=O)n(C)c(=O)n3C)cc1
  -1	0	1	0.8	-4	-0.4	-3	100	-1	0.0
40	O=C(CN1C(=O)NC2(CCCC2)C1=O)NNC(=O)c1ccccc1
  -5	5	0	-0.6	0	-0.1	5	105	-1	0.1
41	CC(=O)OCC1=C(C(=O)O)N2C(=O)C(NC(=O)COc3ccc(F)cc3)C2SC1 (stereo not drawn)
  21	-1	-3	2.2	6	1.1	-2	100	2	0.3
42	CCOc1ccc(N/C(SCc2cccc([N+](=O)[O-])c2)=C(/C#N)C(N)=O)cc1
  -8	1	-3	-1.6	-3	-0.8	7	91	-3	0.1
43	N#Cc1cc2ccccc2nc1SCC(=O)NC1CC1
  -3	4	9	1.1	5	0.2	12	92	2	0.1
44	Cn1cccc1-c1nc2ccc(NC(=O)c3cccs3)cc2[nH]1
  -28	4	7	-1.9	0	2.1	-4	85	-2	1.3
45	COc1ccccc1N1CCN(C(=O)CCC(=O)N2CCN(c3ccc(F)cc3)CC2)CC1
  -4	0	-2	-2.8	0	-0.2	7	93	-6	0.1
46	Cc1ccc(C2=Nc3ccccc3N=C(c3ccco3)C2)c(O)c1
  -7	5	2	17*	0	-1.9	7	104	3	0.9
47	Cc1ccccc1OCc1nc(-c2ccc(Br)o2)no1
  3	0	-1	-0.3	-1	1.6	4	97	0	-0.1
48	Cc1ccc(N(CCC#N)C(=O)COC(=O)C2CCN(S(=O)(=O)c3ccc(C)c(C)c3)CC2)cc1
  2	1	-10	-1.1	0	-0.6	-4	98	-4	0.1
49	COc1ccc(CSc2nnc(Cc3sc(-c4ccccc4)nc3-c3ccccc3)o2)cc1
  -8	-1	2	0.2	2	1.5	9	94	-5	0.4
50	COc1ccccc1NC(=O)CCc1nc(-c2cccs2)no1
  -1	2	-2	0.2	0	-3.2	12	102	2	-0.1
51	CCOC(=O)CSc1nnc(-c2ccoc2C)n1-c1ccc(OCC)cc1
  0	0	0	-1.0	-2	-1.0	4	105	-1	0.1
52	O=C(Nc1nccs1)c1ccc(Br)s1
  -4	0	4	-0.5	-5	0.8	4	100	-1	-0.1

Among those listed so far, these contain a COOH group:
Every second line gives: Cardio protect	N-glyco inh	ABHD5-PLIN5 inh	MC4R ag barr	HTR2A ag	iPSC survival up	MC4R antag cAMP	ABCB6 inh 2	Exocytosis inh	aDG glyco up
9	CC(=O)NC(c1ccc(F)c(F)c1)c1nc(-c2cccc(C(=O)O)c2)cs1 (stereo not drawn)
  -2	2	5	-1.4	2	1.6	3	94	-1	-0.3
41	CC(=O)OCC1=C(C(=O)O)N2C(=O)C(NC(=O)COc3ccc(F)cc3)C2SC1 (stereo not drawn)
  21	-1	-3	2.2	6	1.1	-2	100	2	0.3

Three of the entries above in order of their number in Exocytosis inh, high to low.
no.	structure	Exocytosis inh
50	COc1ccccc1NC(=O)CCc1nc(-c2cccs2)no1	2
38	COc1cccc(-c2cc(NC=O)c3ncc(-c4cc(OC)c(OC)c(OC)c4)n3c2)c1	1
51	CCOC(=O)CSc1nnc(-c2ccoc2C)n1-c1ccc(OCC)cc1	-1

Assay outcomes deposited in PubChem by several laboratories.
